# TDP2 inh: human TDP2 enzyme inhibitors, primary screen, biochemical, epi absorbance, recombinant enzyme; inhibition, % at 12.8 µM; 370,000 tested, 0.34% active; T5PNP hydrolysis, p-nitrophenol absorbance 415 nm;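 active = inhibition above the mean of all tested compounds plus 3 SD, set per campaign, cut at about 25% in these data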;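 also: 0% = DMSO with enzyme and 100% = buffer with substrate but no TDP2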
# Target sequence (O95551 whole entry, looked up): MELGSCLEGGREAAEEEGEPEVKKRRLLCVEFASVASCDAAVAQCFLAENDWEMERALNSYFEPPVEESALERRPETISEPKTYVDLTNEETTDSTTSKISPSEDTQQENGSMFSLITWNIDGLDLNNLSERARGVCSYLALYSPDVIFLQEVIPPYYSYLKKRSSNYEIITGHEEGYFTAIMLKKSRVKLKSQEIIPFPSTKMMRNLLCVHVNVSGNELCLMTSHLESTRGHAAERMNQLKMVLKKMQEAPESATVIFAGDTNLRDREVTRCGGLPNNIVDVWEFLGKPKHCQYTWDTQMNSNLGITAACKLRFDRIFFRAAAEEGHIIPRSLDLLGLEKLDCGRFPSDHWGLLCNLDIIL
#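 System: recombinant human TDP2 / Amount: 120 nM TDP2 per well / Also added: 5 mM T5PNP chromogenic substrate / Doses: 12.8 µM single point, 1% DMSO / Incubation: 2 h at 37 °C / Detection: p-Nitrophenol epi absorbance / Evaluation: % inhibition relative to enzyme-containing and enzyme-free wells / Repeats: singlicate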
# rCAG RNA binder: binders of r(CAG) RNA repeats, primary screen, biochemical, fluorescence; inhibition, % at 3 µM; 370,000 tested, 1.3% active; r(CAG) RNA repeat, TO-PRO-1 dye displacement fluorescence;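 active = inhibition above the plate cutoff, the mean of all test compounds on that plate plus 3 SD, cut at about 35% in these data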;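 also: 0% = DMSO alone and 100% = 100 µM mitoxantrone as full dye displacement; higher means more dye released from RNA so lower well fluorescence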
# SIAE inh: human SIAE inhibitors, primary screen, biochemical, fluorescence polarization, FP-Rh probe, 1536-well HTS | Sialate O-acetylesterase (Homo sapiens), Q9HAT2 | SIAE FP-Rh probe binding | inhibition, % at 9.66 µM | 370,000 tested, 0.69% active;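 active = inhibition above a cutoff: mean of compounds within the control limits plus 3 SD of those, cut at about 17% in these data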;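 also: 0% = plate median of compound wells and 100% = probe without SIAE protein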
# MBD2 DNA inh: inhibitors of MBD2 binding to methylated DNA, primary screen, biochemical, TR-FRET, DNA-binding domain, human; Methyl-CpG-binding domain protein 2 (Homo sapiens), Q9UBB5; MBD2 binding to methylated oligonucleotide; inhibition, % at 4.4 µM; 370,000 tested, 0.31% active; in the data active = inhibition above about 13%
# Target sequence (Q9UBB5 whole entry, looked up, the tested form may be a part): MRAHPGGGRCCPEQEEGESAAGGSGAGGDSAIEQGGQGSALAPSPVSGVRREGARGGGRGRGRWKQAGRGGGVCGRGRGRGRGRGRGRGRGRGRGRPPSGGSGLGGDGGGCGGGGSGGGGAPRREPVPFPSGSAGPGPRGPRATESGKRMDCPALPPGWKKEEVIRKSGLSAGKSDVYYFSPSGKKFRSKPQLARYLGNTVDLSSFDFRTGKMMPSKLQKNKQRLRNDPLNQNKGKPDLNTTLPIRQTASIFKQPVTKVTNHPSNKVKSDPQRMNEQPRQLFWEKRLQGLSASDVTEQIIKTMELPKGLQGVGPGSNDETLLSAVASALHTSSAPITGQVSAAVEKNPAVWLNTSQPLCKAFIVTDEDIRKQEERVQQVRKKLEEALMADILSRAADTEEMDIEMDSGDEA
# LEDGF integ inh: blockers of LEDGF/p75-dependent integrase strand transfer – biochemical, TR-FRET, high throughput, primary screen. TR-FRET IN-LEDGF/p75 DNA integration, Eu/Cy5. inhibition, % at 3.7 µM. 370,000 tested, 0.64% active. AID 743269, 2014;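 active = inhibition above the screen-wide mean plus 3 SD, cut at about 13% in these data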;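 also: signal is the Cy5 over europium emission ratio at 671 and 618 nm; 0% = plate median of compound wells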
# PRMT1 FP inh: PRMT1 methyltransferase inhibitors, primary screen, biochemical, fluorescence polarization; Protein arginine N-methyltransferase 1 (Homo sapiens), Q99873; inhibition, % at 2.79 µM; recombinant PRMT1, activity-based probe fluorescence polarization; 370,000 tested, 1.3% active;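 active = inhibition above about 21% made by adding two undisclosed values, limit read from the data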
# mABHD4 FP: ABHD4 inhibitors, primary screen, biochemical, fluorescence polarization, mouse; (Lyso)-N-acylphosphatidylethanolamine lipase (Mus musculus), Q8VD66; purified mABHD4, FP-Rh probe fluorescence polarization; inhibition, % at 8.92 µM; 370,000 tested, 0.54% active; AID 720543, 2013;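 active = inhibition exceeding the mean over every tested compound plus 3 SD, cut at about 30% in these data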;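 also: 0% = plate median of compound wells and 100% = S159A mutant with DMSO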
#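 system = mouse ABHD4 enzyme, wild type | medium = HEPES pH 7.0, NaCl, Pluronic buffer | also added = FP-Rh probe | incubation = Enzyme–compound pre-incubation 45 min, then probe 60 min, both 25 °C | technique = fluorescence polarization, excitation 525 nm, emission 598 nm, BODIPY TMR filters | controls = S159A mutant high control, sample median low control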
# HTRA1 inh: HTRA1 serine protease inhibitors, primary screen, biochemical, fluorescence polarization, HTS. inhibition, % at 5.96 µM. AID 504803, 2011. recombinant HTRA1, FP-rhodamine activity-based probe. Q92743. 340,000 tested, 0.5% active; in the data active = inhibition above about 36%;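 also: 0% = enzyme with DMSO and 100% = wells lacking enzyme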
# TCR-CD3 inh: inhibitors of human TCR-CD3 interaction, primary screen, biochemical, fluorescence, TAMRA-labeled TCR probe; inhibition, % at 9.4 µM; 360,000 tested, 0.37% active; AID 651800, 2012; in the data active = inhibition above about 19%;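 also: recombinant mutant TCR 2C K166C tagged with TAMRA read by polarization; 0% = receptor in buffer alone and 100% = receptor with positive control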
# GC-B act: human GC-B receptor activators, primary screen, HEK293 GC-B cells, cGMP TR-FRET, EC30 CNP. 0% at EC30 CNP, 100% saturating CNP. AID 1920062, 2024. activation, % at 10 µM. 370,000 tested, 0.11% active;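 active = activation at 10 µM reaching about 35% in either raw or pattern-adjusted values, limit read from the data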
# Active calls of the source: *; . = no result given; & = joins results of further samples. Only part of the results is shown; count on the stated rates, not on these rows.
SMILES,TDP2 inh,rCAG RNA binder,SIAE inh,MBD2 DNA inh,LEDGF integ inh,PRMT1 FP inh,mABHD4 FP,HTRA1 inh,TCR-CD3 inh,GC-B act
Cc1cc(Br)ccc1OCc1nc(-c2cccnc2)no1,-7,1,4,-6,2,0,-1,2,1,-9
COC(=O)c1ccc(OC)c(OC)c1Cl,-12,-2,3,-4,-4,5,-4,-7,-5,1
CC(=O)Nc1ccc(-c2ccnc3c2CC(C)(C(=O)NCc2ccncc2)O3)cc1 (stereo unspecified),-6,1,4,2,0,-1,0,.,-5,-2
Cc1oc(/C=N/NS(=O)(=O)c2ccccc2)cc1Br,8,2,4,1,-2,9,-4,-4,1,1
O=S(=O)(c1ccccc1)N1CCC(n2cnc3ccccc32)CC1,-6,-1,2,4,0,-3,-3,-2,-9,0
CCNc1nc(Oc2ccc(C(=O)OC)cc2)nc(SC)n1,-3,2,2,0,-3,-1,-7,-2,5,1
Cc1ccccc1C(=O)N1CCCN(C(=O)c2ccccc2C)CC1,3,1,7,1,2,0,2,-5,-4,1
CC1CN(C(=O)COc2ccc3c(-c4ccccc4)cc(=O)oc3c2)CC(C)O1 (stereo unspecified),-2,0,1,-2,2,2,-4,-3,-3,-4
COc1ccc(CNC(=O)CN(Cc2ccccc2F)C(=O)c2csnn2)cc1,21,-2,2,1,1,1,1,5,2,2
O=C(NCCCN1CCCC1=O)c1ccc(S(=O)(=O)Nc2ccccc2F)cc1,5,-1,13,-2,1,-4,-1,10,3,1
COc1cccc(OCc2nc(-c3cccc([N+](=O)[O-])c3)no2)c1,-1,2,-2,1,1,4,-11,.,-2,1
CC(C)(C)c1ccc(C(=O)O/N=C(\N)c2ccccn2)cc1,-6,-3,7,8,1,2,-26,-10,0,-1
CCOc1cccc(CN2CCC(n3nccc3NC(=O)c3ccc4c(c3)OCO4)CC2)c1,-1,-7,-1,-1,-3,-7,1,6,9,-5
Cc1ccccc1CCNC(=O)C1CC(O)CN1C(=O)Nc1ccccc1 (stereo unspecified),4,1,-2,9,1,-1,4,-2,4,-6
COCc1[nH]nc2c1C(c1ccc(Br)cc1)N(c1ccc(OC)cc1)C2=O (stereo unspecified),7,4,5,3,0,2,-8,.,-4,-23
O=C(c1nsnc1-c1ccccc1O)N1CCCCC1,-1,-4,-2,0,-2,0,-1,4,-5,6
Oc1[nH]c2ccccc2c1/C=N/N1CCCCC1,10,-1,10,5,2,0,10,2,1,-1
Cc1c(N=C(N)/N=C(\N)Nc2ccc(Br)cc2)c(=O)n(-c2ccccc2)n1C,12,8,8,-2,0,-1,0,0,-2,2
CCC1CCCCN1CCCNC(=O)CN1C(=O)CSc2ccc(S(=O)(=O)N3CCOCC3)cc21 (stereo unspecified),-12,1,-4,-1,3,0,-1,-3,3,-1
COc1cc(C)c(CN2CCN(CC(=O)Nc3ccccc3C(=O)NC3CC3)CC2)cc1OC,-13,-4,-2,0,5,-3,8,-4,1,2

# A section from the list above, as a working copy:
SMILES,TDP2 inh,rCAG RNA binder,SIAE inh,MBD2 DNA inh,LEDGF integ inh,PRMT1 FP inh,mABHD4 FP,HTRA1 inh,TCR-CD3 inh,GC-B act
Cc1cc(Br)ccc1OCc1nc(-c2cccnc2)no1,-7,1,4,-6,2,0,-1,2,1,-9
COC(=O)c1ccc(OC)c(OC)c1Cl,-12,-2,3,-4,-4,5,-4,-7,-5,1

# The listing continues.
SMILES,TDP2 inh,rCAG RNA binder,SIAE inh,MBD2 DNA inh,LEDGF integ inh,PRMT1 FP inh,mABHD4 FP,HTRA1 inh,TCR-CD3 inh,GC-B act
COc1ccccc1OCc1ccc(C(=O)N/N=C/c2ccco2)cc1,-7,1,3,0,-1,-2,-10,-8,-1,1
CCOc1ccc(CN2C(=O)CC(=O)N(S(=O)(=O)c3ccc(OCC)cc3)C2=O)cc1,-15,12,-1,-6,2,-4,-10,0,4,8
Cc1ccc(-c2noc(CN3CCOCC3)n2)cc1,5,-1,2,-5,-1,0,2,0,-2,4
O=C1CSC(=S)N1N=Cc1cccc(OCc2ccccc2)c1,-7,26,-8,-1,-3,12,1,-16,-8,-2
O=C(CSc1n[nH]c(=O)n1Cc1ccccc1)Nc1ccc(N2CCOCC2)cc1,-15,-1,-4,0,-3,-3,2,-4,5,-2
CCOc1ccc(NC(=O)CN2C(=O)CSC2=O)cc1,-7,-1,0,2,3,8,-10,6,-2,2
CC(=O)OCCC(NS(=O)(=O)OCC(Cl)(Cl)Cl)c1ccccc1 (stereo unspecified),-8,-4,-4,-1,-2,-1,11,-4,-4,1
CN(C(=O)c1cccnc1)c1nnc(-c2ccccn2)s1,10,0,0,3,1,-1,-4,-1,1,-2
O=C(c1ccc2c(c1)N(Cc1cccc(Cl)c1)C(=O)c1ccccc1S2(=O)=O)N1CCN(c2ccccn2)CC1,-8,9,-18,2,8,-2,-11,-22,3,-3
CCOC(=O)COc1ccc(/C=C/[N+](=O)[O-])c(OCC(=O)OCC)c1,-14,8,0,4,3,11,-3,-1,-10,0
COc1cccc(-c2nc(CS(=O)(=O)CC(=O)NCc3ccc(Cl)cc3)c(C)o2)c1,-7,0,-4,2,-1,2,2,-13,-10,-10
CCOC(=O)c1ccc(Cl)c(NC(=O)c2ccc(-c3ccccc3)cc2)c1,0,-1,0,5,1,0,3,-5,1,-3
Cc1ccc(S(=O)(=O)O)c(C)c1N1CCCC1=O,2,2,-4,-5,-3,-4,4,4,10,1
CCN(C(=O)COC(=O)/C=C/c1ccco1)c1c(N)n(Cc2ccccc2)c(=O)[nH]c1=O,-11,14,-3,-2,0,30*,-4,-1,2,-5
COC(=O)c1c(NC(=O)c2ccc(C)o2)sc2c1CCCCC2,-4,4,-6,1,2,1,-2,-23,-7,-1
CCN(CC)S(=O)(=O)c1ccc2[nH]cc(C(=O)NCCC3=CCCCC3)c(=O)c2c1,0,20,-32,-3,1,0,-29,-46,4,1
COc1ccc(OCC(=O)OCCN(C)C)cc1,-2,0,0,0,-1,-4,0,5,3,0
Cc1ccc(N2CC(C(=O)Nc3nnc(SCCN4CCOCC4)s3)CC2=O)cc1 (stereo unspecified),1,-5,-4,3,-3,2,7,5,-7,3
c1cncc(-c2nc(-c3ccc4c(c3)OCCO4)cs2)c1,3,2,-2,1,-5,1,-6,-13,-8,-5
C[C@H]1CN([C@@H](C)CO)S(=O)(=O)c2ccc(Br)cc2O[C@H]1CN(C)C(=O)CCN1CCCCC1,-1,1,-4,-5,-1,-2,3,3,8,4
NS(=O)(=O)c1ccc(CCNC(=O)CNC(=O)Cc2cccc3ccccc23)cc1,4,2,5,-6,1,-4,0,-3,0,1
CC(C)C[C@@H](CN)NC(=O)c1nc[nH]c1C(=O)N[C@@H](C)C(=O)CNC[C@H](C)NC(=O)c1nc[nH]c1C(=O)N[C@@H](CC(=O)O)C(=O)O,-3,0,3,7,-2,8,12,6,-1,-8
COc1cc(O)c(C(C)=O)c(CC(=O)O)c1,-5,11,11,10,31*,4,12,-8,14,3
COCCn1c(COc2cccc(OC)c2)nnc1SCC(=O)N1CCOCC1,-6,-4,-1,-1,-1,0,3,-4,-5,1
CCOc1ccccc1OCC(=O)Oc1ccc(C)c(C)c1,-8,-7,2,1,1,0,-1,-2,4,6
Cc1ccc(NC(=O)CNc2cc(S(=O)(=O)N3CCOCC3)ccc2NCC2CCCO2)cc1F (stereo unspecified),5,4,6,0,-4,7,12,1,-11,-6
NS(=O)(=O)c1cccc(NC(=O)COC(=O)CCC2CCCC2)c1,3,4,-4,-1,0,0,-9,-3,-3,-5
COc1ccc(-c2cc(C(=O)NCc3cccnc3)no2)cc1OC,7,-4,5,-5,1,-1,4,-1,1,-6
O=C1CCCN1CC(CN1CCOCC1)Sc1nnnn1-c1ccccc1 (stereo unspecified),6&2,3&-3,2&4,-4&-4,-3&0,0&0,-1&-4,-5&1,6&8,0&7
CC(=O)NCCCc1nc2ccccc2n1Cc1cc(C)ccc1C,5,-4,-2,-2,-2,1,6,1,-1,0
COc1ccccc1C1CC(c2cccs2)=NN1C(=O)CCC(=O)O (stereo unspecified),-23,6,-5,-2,3,-2,-7,-2,-5,0
COc1ccc(OC)c(C2=NOC(C(=O)NCc3cccnc3)C2)c1 (stereo unspecified),0,-4,-1,3,-2,-2,0,3,-3,3
Cc1ccc(S(=O)(=O)CCC(=O)OCC(=O)N(C)Cc2ccccc2)cc1,-2,-7,14,7,0,-1,-7,1,-5,-2
CCOCCCNC(=S)Nc1ccc(S(N)(=O)=O)cc1,-6,2,-5,-3,-1,0,6,2,4,3
O=C(CCC(=O)NNC(=O)Nc1cccc(Cl)c1)NCc1ccccc1,11,-2,0,5,-3,1,5,0,-1,5
CCCCNC(=O)c1cc(-c2ccc(OC)cc2)on1,-14,-2,1,-1,-4,4,-1,-1,-3,2
COc1ccc2c(c1)CCc1c(C(=O)N(C)c3ccccc3)noc1-2,2,0,-1,0,2,-2,-2,-13,0,-2
O=C(Nc1ccccc1C(F)(F)F)c1cc2ncc(CCCl)cn2n1,-10,-1,-5,0,1,-1,-1,3,-1,-1
Cc1cc(Br)ccc1NC(=O)CN(C)C(=O)c1cccc(S(=O)(=O)N2CCN(C)CC2)c1,-6,-1,-7,2,2,-2,0,4,-2,6
Cc1ccccc1C(=O)N1CCN=C1SCc1ccc([N+](=O)[O-])cc1,10,-2,1,0,3,1,-5,-2,2,2
CCC(C)NC(=O)COc1ccc(OCc2ccccc2)cc1 (stereo unspecified),1,-8,-4,3,-7,4,2,-2,-10,8
Cc1ccc(C2C=C(c3ccccc3OC(F)F)Nc3ncnn32)cc1 (stereo unspecified),8,1,-2,-3,-1,-3,-5,-3,1,-2
Cc1ccc(N2C(=O)CC(n3nc(C)cc3C)C2=O)cc1 (stereo unspecified),-1,1,5,1,-4,2,-4,7,7,8
CCOC(=O)N(C)C[C@H]1OCc2cnnn2CCCC(=O)N([C@@H](C)CO)C[C@@H]1C,-5,-1,-4,-2,5,-7,-1,2,-2,8
CCOc1ccc(CN2CCN(C/C=C/c3ccc(OC)cc3)CC2CCO)cc1 (stereo unspecified),-6,-8,-1,4,-1,-1,4,-1,-4,-3
O=C(COc1ccccc1)NCC(=O)N/N=C/C=C/c1ccccc1,12,1,-2,-7,-2,-1,-3,2,9,1
CC(C)N(CCNC(=O)C1CCN(S(=O)(=O)N2CCOCC2)CC1)Cc1ccccc1,-1,0,2,7,-2,1,-9,-4,-7,-1

# High-throughput results (PubChem)
